Screening data: PubChem BioAssay, National Center for Advancing Translational Sciences (NCATS)
G9a block = qHTS Assay for Inhibitors of Histone Lysine Methyltransferase G9a; Histone-lysine N-methyltransferase EHMT2 (Homo sapiens), Q96KQ7; G9a H3K9 monomethylation, AlphaScreen, 2 h; Potency, µM (highest dose often 102 µM), without a hit: top-dose activity, negative = inhibition, actives largely listed as inhibitors; 8.8% of 350,000 active; note: % is set by controls: 0 for no effect and ±100 for the full control effect; nearly all actives have a fitted effect of over 75% in size
Target sequence (Q96KQ7 913-1193 limits assumed): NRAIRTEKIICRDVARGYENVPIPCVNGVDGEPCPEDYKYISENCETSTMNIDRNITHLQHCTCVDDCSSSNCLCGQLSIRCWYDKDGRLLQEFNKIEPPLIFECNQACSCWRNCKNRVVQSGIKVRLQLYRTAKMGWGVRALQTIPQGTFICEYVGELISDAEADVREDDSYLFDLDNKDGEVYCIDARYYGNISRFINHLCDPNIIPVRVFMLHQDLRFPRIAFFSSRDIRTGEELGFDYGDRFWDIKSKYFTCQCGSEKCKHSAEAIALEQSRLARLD
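Compounds were preincubated with 20 nM G9a for 15 min, after which biotinylated H3K9 peptide (500 nM) and SAM (20 uM) started a 2 h room-temperature reaction. Monomethylated product was quantified by antibody-based AlphaScreen chemiluminescence.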
BLM helicase inh = qHTS Assay for Inhibitors of Bloom's syndrome helicase (BLM). 0.2% of 350,000 active. Potency, µM (series often up to 56.1 µM), without a hit: at the top dose activity change, negative = inhibition, actives largely listed as inhibitors. recombinant BLM DNA unwinding, fluorescence dequenching. AID 2528, 2010;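 note: plate controls were vehicle for no effect and no enzyme for full effect; nearly all actives have a fitted effect of over 35% in size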
POLB inh = qHTS Assay for Inhibitors of DNA Polymerase Beta. P06746. Pol beta primer extension/strand displacement, fluorescence kinetic. Potency, µM (top dose mostly 114 µM), without a hit: at the highest dose activity change, negative = inhibition, actives largely listed as inhibitors. 1.3% of 340,000 active; note: % is set by controls: 0 for no effect and ±100 for the full control effect
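Curves were derived by four-parameter Hill fits of normalized qHTS data. The kinetic fluorescent primer-extension read was taken at 0 and 10 min after 50 nM substrate, following a 15 min room-temperature preincubation of 10 nM enzyme with compounds.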
POLI inh = qHTS for Inhibitors of Polymerase Iota; Potency, µM (doses to about 115 µM), for inactives: top-dose activity, negative = inhibition, usual class: inhibitors; DNA polymerase iota (Homo sapiens), Q9UNA4; 1% of 390,000 active; Pol iota fluorescent replication assay, 10 min
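Fluorescent replication assay read twice, at 0 min and 10 min after adding 50 nM (final) substrate. Enzyme (10 nM) and compounds were first incubated 15 min at room temperature; enzyme-free buffer wells were negative controls.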
APEX1 inh = qHTS Assay for Inhibitors of the Human Apurinic/apyrimidinic Endonuclease 1 (APE1) | recombinant APE1, TAMRA/BHQ-2 abasic DNA cleavage fluorescence | AID 2517, 2012 | Potency, µM (titrated, usually from 65.8 µM), inactives show at the top dose activity change, negative = inhibition, most hits filed as inhibitors | 0.35% of 350,000 active;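 note: plate controls were vehicle for no effect and reference inhibitor for full effect; nearly all actives have a fitted effect of over 55% in size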
Target sequence (P27695 whole entry, looked up): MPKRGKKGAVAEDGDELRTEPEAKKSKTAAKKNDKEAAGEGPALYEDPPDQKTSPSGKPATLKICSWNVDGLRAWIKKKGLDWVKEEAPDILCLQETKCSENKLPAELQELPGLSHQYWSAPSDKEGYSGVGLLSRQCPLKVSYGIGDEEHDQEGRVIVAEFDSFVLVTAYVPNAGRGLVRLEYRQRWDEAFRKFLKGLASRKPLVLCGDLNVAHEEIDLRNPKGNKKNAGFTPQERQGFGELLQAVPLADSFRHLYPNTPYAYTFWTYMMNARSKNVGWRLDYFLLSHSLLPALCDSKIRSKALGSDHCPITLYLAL
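Enzyme (0.75 nM final) and test compound are incubated 15 min at room temperature before adding 50 nM quenched THF abasic-site duplex. Cleavage dequenches TAMRA, followed at 525/598 nm over three reads one minute apart.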
BAZ2B block = qHTS Assay for Inhibitors of BAZ2B; Bromodomain adjacent to zinc finger domain protein 2B (Homo sapiens), Q9UIF8; AlphaScreen BAZ2B-H3K14Ac peptide displacement; Potency, µM (top dose mostly 114 µM), for the others: top-dose activity change, negative = inhibition, most hits filed as inhibitors; 4.4% of 360,000 active; AID 504333, 2011; note: % is set by controls: 0 for no effect and ±100 for the full control effect; nearly all actives have a fitted effect of over 60% in size
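Multi-concentration screen (max 110 uM) measuring displacement of acetylated histone H3 peptide from BAZ2B by AlphaScreen, using 50 nM protein, 50 nM peptide and 10 ug/mL streptavidin donor plus Ni-chelate acceptor beads.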
POLH inh = qHTS for Inhibitors of Polymerase Eta | DNA polymerase eta (Homo sapiens), Q9Y253 | recombinant Pol eta, fluorescent DNA replication assay | Potency, µM (series often up to 114 µM), inactives show top-dose activity change, negative = inhibition, usual class: inhibitors | 1.2% of 390,000 active; note: % is set by controls: 0 for no effect and ±100 for the full control effect
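Pol eta at 10 nM preincubated with compounds 15 min at room temperature; reaction started with fluorescent substrate (50 nM final) and read kinetically at 0 and 10 min.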
JMJD2A Tudor inh = qHTS Assay for Inhibitors of JMJD2A-Tudor Domain; Potency, µM (top dose mostly 114 µM), without a hit: top-dose activity change, negative = inhibition, hits mostly inhibitors; AlphaScreen JMJD2A-Tudor / H3K4me3 peptide binding; AID 504339, 2011; 4.4% of 390,000 active; Lysine-specific demethylase 4A (Homo sapiens), O75164; note: % is set by controls: 0 for no effect and ±100 for the full control effect; nearly all actives have a fitted effect of over 50% in size
POLK inh = qHTS for Inhibitors of Polymerase Kappa; 0.53% of 400,000 active; DNA polymerase kappa (Homo sapiens), Q9UBT6; Potency, µM (doses to about 107 µM), without a hit: top-dose activity, negative = inhibition, hits mostly inhibitors; purified Pol kappa, fluorescent DNA synthesis assay, 10 min; note: % is set by controls: 0 for no effect and ±100 for the full control effect
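10 nM Pol kappa preincubated 15 min at room temperature with compounds, then reaction started with substrate at 50 nM final. Fluorescence read kinetically at 0 and 10 min; buffer-only wells served as negative control.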
* marks the source's active call; other numbers are inactive results; ? = inconclusive; nt = not tested or not shown; [ ] = dose if it differs, or a comment. Calls come from the whole dose curve; as a rule, active = well fitted curve in the direction sought with a large enough effect; inconclusive = small, poorly fitted or top-dose-only effect, or another doubt; inactive = no such curve, though single readings can be large; an effect the other way counts as inactive or inconclusive. Potency is the fitted concentration of half-maximal effect. A portion of the library. The share of hits here may be higher or lower than overall.

| nr | Molecule | POLI inh | POLH inh | POLK inh | G9a block | APEX1 inh | BAZ2B block | POLB inh | JMJD2A Tudor inh | BLM helicase inh |
| --- | --- | --- | --- | --- | --- | --- | --- | --- | --- | --- |
| 1 | O=C(C[n+]1ccc(C(=O)N/N=C/c2ccc(Br)cc2)cc1)c1ccccc1 | 16% | ? | 1% | 7.9µM* | ? | -10% | -1% | -15% | -3% |
| 2 | O=C(NC12CC3CC(CC(C3)C1)C2)c1ccccc1O | 8% | ? | -2% | -20%[12.7 µM] | 2% | -4% | 16% | -30% | -5% |
| 3 | CCn1c(=O)c2sccc2n2c(CCC(=O)Nc3cc(C)cc(C)c3)nnc12 | 4% | -12% | -7% | 6%[59 µM] | nt | 3% | 0% | -9% | -9% |
| 4 | Cc1cc(Nc2ccc(C)c(Cl)c2)nc(N2CCOCC2)n1 | 34% | -17% | -4% | nt | 0% | -19% | ? | -23% | -8% |
| 5 | Cc1nnc(NS(=O)(=O)c2ccc(N=Nc3ccc(N)nc3N)cc2)s1 | 16µM* | 20µM* | 79µM* | nt | nt | nt | nt | 50µM* | nt |
| 6 | O=C(Nc1cccnc1)c1ccc(COc2cc(Cl)ccc2Cl)o1 | -5% | -16% | -7% | -6% | -3% | ? | 0% | -31% | -6% |
| 7 | CCOc1ccc(NC(=O)CSc2nc3ccsc3c(=O)n2CC)cc1 | 0% | 4% | 3%[60.1 µM] | -5%[59 µM] | nt | -2% | 30% | 8% | -1% |
| 8 | CCc1nn(Cc2c(C)cc(C)cc2C)c(=O)c2cc3cc(C)ccc3n12 | 39%[activator] | -15% | -24% | 4%[59 µM] | nt | 3% | -17% | -6% | -1% |

| nr | Molecule | POLI inh | POLH inh | POLK inh | G9a block | APEX1 inh | BAZ2B block | POLB inh | JMJD2A Tudor inh | BLM helicase inh |
| --- | --- | --- | --- | --- | --- | --- | --- | --- | --- | --- |
| 9 | CC(C)C(NC(=O)C12CC3CC(CC(C3)C1)C2)C(=O)O (stereo not given) | 10% | -3% | -3% | -12%[2.33 µM] | 2% | -9% | 1% | -3% | -1% |
| 10 | CC(NC(=O)c1ccc(F)cc1)C(=O)NC1=NCCS1 (stereo not given) | 18% | -16% | -1% | 10% | 11% | 5% | 2% | ? | -9% |
| 11 | O=c1nc(N2CCCCC2)nc(Nc2ccccc2)[nH]1 | 16% | -8% | 2% | ? | 5% | 5% | 11% | -23% | 1% |
| 12 | Cc1ccc(C(=O)CCC(=O)Nc2ccccc2F)cc1 | 14% | -16% | 13% | -3%[59 µM] | -1% | 2% | 46% | 4% | 3% |
| 13 | CCN(CC)C1CCN(C(=O)c2ccc3nc(Cc4ccc(OC)cc4)oc3c2)C1 (stereo not given) | -1% | -12% | 8% | nt | 1% | -5% | -1% | 19% | 1% |
| 14 | Nc1nnc(SCC(=O)Nc2cc(S(=O)(=O)N3CCOCC3)ccc2Cl)s1 | 24% | -21% | 12% | -28% | -2% | nt | 12% | -15% | -8% |
| 15 | O=C(O)c1cc2nc(-c3cccs3)cc(C(F)(F)F)n2n1 | ? | -13% | -10% | 71µM* | -2% | 50µM* | 8% | -34% | -9% |
| 16 | N#CCCN(C(=O)COC(=O)C1=NNC(=O)CC1)c1ccccc1 | 22% | 2% | -6% | -2% | -11% | 2% | nt | -9% | nt |

Rewritten field by field: 4 of the compounds above.
11	O=c1nc(N2CCCCC2)nc(Nc2ccccc2)[nH]1
  POLI inh: 16%	POLH inh: -8%	POLK inh: 2%	G9a block: ?	APEX1 inh: 5%	BAZ2B block: 5%	POLB inh: 11%	JMJD2A Tudor inh: -23%	BLM helicase inh: 1%
13	CCN(CC)C1CCN(C(=O)c2ccc3nc(Cc4ccc(OC)cc4)oc3c2)C1 (stereo not given)
  POLI inh: -1%	POLH inh: -12%	POLK inh: 8%	G9a block: nt	APEX1 inh: 1%	BAZ2B block: -5%	POLB inh: -1%	JMJD2A Tudor inh: 19%	BLM helicase inh: 1%
12	Cc1ccc(C(=O)CCC(=O)Nc2ccccc2F)cc1
  POLI inh: 14%	POLH inh: -16%	POLK inh: 13%	G9a block: -3%[59 µM]	APEX1 inh: -1%	BAZ2B block: 2%	POLB inh: 46%	JMJD2A Tudor inh: 4%	BLM helicase inh: 3%
15	O=C(O)c1cc2nc(-c3cccs3)cc(C(F)(F)F)n2n1
  POLI inh: ?	POLH inh: -13%	POLK inh: -10%	G9a block: 71µM*	APEX1 inh: -2%	BAZ2B block: 50µM*	POLB inh: 8%	JMJD2A Tudor inh: -34%	BLM helicase inh: -9%

4 compounds already listed, ordered by their value in BAZ2B block, high to low.
#	Molecule	BAZ2B block
11	O=c1nc(N2CCCCC2)nc(Nc2ccccc2)[nH]1	5%
16	N#CCCN(C(=O)COC(=O)C1=NNC(=O)CC1)c1ccccc1	2%
13	CCN(CC)C1CCN(C(=O)c2ccc3nc(Cc4ccc(OC)cc4)oc3c2)C1 (stereo not given)	-5%
9	CC(C)C(NC(=O)C12CC3CC(CC(C3)C1)C2)C(=O)O (stereo not given)	-9%

More compounds follow.
| nr | Molecule | POLI inh | POLH inh | POLK inh | G9a block | APEX1 inh | BAZ2B block | POLB inh | JMJD2A Tudor inh | BLM helicase inh |
| --- | --- | --- | --- | --- | --- | --- | --- | --- | --- | --- |
| 17 | COc1ccc(N2CC(O)(c3ccc(C)cc3)[N+]3=C2CCCC3)cc1 (stereo not given) | 6% | -8% | 11% | -38% | 3% | nt | 1% | -3% | 2% |
| 18 | N#CC1=C(SCC(=O)Nc2ccc(C(=O)O)cc2)NC(=O)CC1c1ccco1 (stereo not given) | 25µM* | 20µM* | ? | nt | -14% | -21% | ? | -21% | -5% |
| 19 | CC(C)C1N=C2c3ccccc3N=C(SCC(=O)NCCc3ccc(S(N)(=O)=O)cc3)N2C1=O (stereo not given) | 7% | 9% | -3% | 90%[activator][59 µM] | 3% | 72%[activator] | 6% | -18% | 4% |
| 20 | COc1cc(-c2nnc(SCC(=O)NC3CCCC3)n2C)cc(OC)c1O | 22% | -5% | 2% | 79µM* | 15% | -8% | 37% | -2% | -5% |
| 21 | O=C(CNC(=O)c1ccc(Br)o1)OCC(=O)c1cccc([N+](=O)[O-])c1 | 85%[activator] | -14% | 5% | nt | 13% | -9% | 17% | -14% | -6% |
| 22 | CC1CCN(C(=O)c2ccc(CS(=O)(=O)Cc3ccccc3)cc2)CC1 | 20% | -7% | -3% | 16% | -11% | 2% | 11% | -16% | -3% |
| 23 | Cc1cc(OCC(=O)Nc2ccc(S(=O)(=O)N3CCN(C)CC3)cc2)ccc1Cl | -4% | -12% | 4% | ? | -15% | 4% | 9% | -3% | -2% |
| 24 | CC(=O)Nc1ccc(/C=C2\CCc3ccccc3C2=O)cc1 | 146%[activator] | -5% | -1% | 8% | 3% | -16% | 5% | -21% | -7% |
